Assay outcomes from PubChem BioAssay.
PGE2 EP2 inh = EP2 receptor (human) inhibition; 260,000 compounds, 0.52% hits; AID 1422; P43116; inhibition, % at 25 µM; C6 glioma cells expressing human EP2, cAMP TR-FRET; cells stimulated with saturating PGE2;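 active = percent inhibition above 40 after rounding to a whole number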;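 also: rat C6 glioma host cells with rolipram phosphodiesterase inhibitor present; the protocol text gives 20 µM as final concentration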
S1P4 agonist = human S1P4 receptor agonism. 220,000 compounds, 0.35% hits. activation, % at 4.98 µM. S1P4-expressing cell line, agonist reporter assay; in the data active = activation above about 11%;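 also: 0% = DMSO vehicle and 100% = reference agonist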
NPY Y1 blocker = blocks the human neuropeptide Y Y1 receptor | 200,000 compounds, 1% hits | P25929 | inhibition, % at 3.6 µM | AID 1040 | HEK293-CNG Y1 cells, membrane potential fluorescence; NPY at EC95, then isoproterenol;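 active = inhibition above the campaign mean inhibition of all tested compounds plus 3 SD, cut at about 20% in these data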;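 also: 0% = DMSO wells given NPY plus isoproterenol and 100% = isoproterenol alone without NPY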
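Material: HEK293 Y1/CNG channel cell line; also added: NPY (25 nM), isoproterenol (1 µM), Ro 20-1724 (25 µM); doses: one concentration, 3.6 µM, in 0.4% DMSO; schedule: compound incubation 1 h at room temperature, readout 45 min post-stimulation; technique: membrane potential fluorescence; measure: fluorescence ratio normalized to % inhibition between controls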
eIF4E-4G inh = eIF4E/eIF4G interaction inhibition in translation initiation; P63073+Q04637; TR-FRET eIF4E-eIF4GI(517-606) binding, 2 h; inhibition, % at 21.7 µM; 220,000 compounds, 0.37% hits; AID 782;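 active = inhibition above about 30%, limit read from the data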;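 also: 0% = full FRET control wells and 100% = background wells lacking eIF4GI fragment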
EP2 mod = EP2 receptor (human) modulation; EP2-expressing cells, cAMP HTRF FRET, PGE2 co-stimulation; 260,000 compounds, 0.83% hits; P43116; induction, % at 25 µM;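 active = compounds whose cAMP rise, as percent of the full-agonist control response, exceeds 60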;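 also: rat C6 glioma line stably carrying human EP2 under a CMV promoter; the protocol text gives 20 µM as final concentration; 100% = response of wells given 1 µM PGE2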
NPY-Y2 PAM-ag = potentiators or agonists of human neuropeptide Y receptor Y2. cells expressing NPY-Y2, potentiator/agonist read-out. activation, % at 3.6 µM. P49146. 220,000 compounds, 0.45% hits; in the data active = activation above about 27%;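 also: cells stimulated with NPY near EC25 plus isoproterenol at EC100; 0% = vehicle plus submaximal agonist and 100% = vehicle plus saturating agonist; some results beyond the cut were filed as inactive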
p97 ATPase inh = blocks human p97 ATPase activity | P55072 | recombinant p97 ATPase, Kinase-Glo ATP luminescence, 3 h | inhibition, % at 8 µM | 220,000 compounds, 0.42% hits | AID 1481; in the data active = inhibition above about 15%;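 also: 0% = DMSO vehicle and 100% = wells lacking enzyme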
Target sequence (P55072 whole entry, looked up): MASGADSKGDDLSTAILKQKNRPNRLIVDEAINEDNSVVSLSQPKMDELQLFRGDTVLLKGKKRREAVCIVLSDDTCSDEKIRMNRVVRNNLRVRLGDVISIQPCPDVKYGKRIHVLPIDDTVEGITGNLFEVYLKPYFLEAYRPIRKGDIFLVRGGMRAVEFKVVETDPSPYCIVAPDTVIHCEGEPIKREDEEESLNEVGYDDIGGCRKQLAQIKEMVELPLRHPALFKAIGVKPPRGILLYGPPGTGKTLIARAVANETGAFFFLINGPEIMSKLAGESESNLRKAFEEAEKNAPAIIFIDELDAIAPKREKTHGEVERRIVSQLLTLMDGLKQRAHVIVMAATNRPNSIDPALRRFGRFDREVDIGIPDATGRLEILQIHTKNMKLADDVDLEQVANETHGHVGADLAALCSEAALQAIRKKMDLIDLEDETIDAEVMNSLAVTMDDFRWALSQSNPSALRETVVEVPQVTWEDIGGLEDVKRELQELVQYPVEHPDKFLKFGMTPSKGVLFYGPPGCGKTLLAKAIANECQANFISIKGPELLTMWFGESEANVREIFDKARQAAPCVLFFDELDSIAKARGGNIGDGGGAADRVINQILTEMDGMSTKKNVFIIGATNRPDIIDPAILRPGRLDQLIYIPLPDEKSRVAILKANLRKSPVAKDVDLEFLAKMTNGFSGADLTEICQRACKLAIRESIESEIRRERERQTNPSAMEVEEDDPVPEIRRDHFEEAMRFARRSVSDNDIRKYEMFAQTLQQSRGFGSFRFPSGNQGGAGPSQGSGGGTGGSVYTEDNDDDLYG
NPY1 pot ag = potentiators or agonists of human neuropeptide Y receptor Y1 | P25929 | NPY-Y1 expressing cells, potentiator/agonist activation | activation, % at 3.6 µM | 220,000 compounds, 0.37% hits; in the data active = activation above about 33%, passing the limit was not always enough;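 also: cells stimulated with NPY at EC10 then isoproterenol at EC100; 0% = low agonist plus stimulus and 100% = saturating agonist plus stimulus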
S1P4 antag = human S1P4 receptor antagonism; S1P4-expressing cells, antagonist mode, reporter read-out; inhibition, % at 4.98 µM; 220,000 compounds, 0.26% hits; AID 1510; in the data active = inhibition above about 29%;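 also: 0% = wells stimulated with agonist and 100% = vehicle wells without agonist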
The depositor's hits bear a star; nt = not tested or not shown; & = joins results of further samples; [ ] = remark or other dose.

The first seven records as a preview:
Results follow in this order: NPY-Y2 PAM-ag, p97 ATPase inh, eIF4E-4G inh, S1P4 agonist, PGE2 EP2 inh, S1P4 antag, EP2 mod, NPY1 pot ag, NPY Y1 blocker
1) Nc1nc(SCc2c(Cl)cccc2Cl)n[nH]1
    11, -5, 0, 0.9, 5, 1, -6, -7, -3
2) Cc1oc2c(c1C(=O)NCCO)CCCC2
    -9, -3, 1, 2.5, 12, 10, 16, -21, 3
3) COC(=O)c1ccc(C2NC(C(=O)O)CS2)cc1 (stereo not given)
    -1, 1, -2[fluorescence artefact?], -0.1, -1, 0, 18, -4, -3
4) CCCC(=O)Nc1ccc(-c2nc3cc(C)c(C)cc3o2)cc1
    -12, -7, -21, 13*, 12, 5, -35, 12, 0
5) CCOc1ccc(C(C)C)cc1S(=O)(=O)Nc1ccc(Cl)cn1
    -18, 0, 4, -1.6, 12, 9, 19, -10, 3
6) COc1ccccc1N1CCN(C(=O)c2ccc(CN3CCc4ccccc4C3)cc2)CC1
    -20, -6, 1, -1.0, 1, 7, -39, -10, 4
7) O=C1NC(=Nc2ccc(O)cc2)S/C1=C\C=C\c1ccco1
    -9, 36*, 6, 0.2, 23, 9, -42, -17, nt

All compounds of this part, repeating the preview:
Results follow in this order: NPY-Y2 PAM-ag, p97 ATPase inh, eIF4E-4G inh, S1P4 agonist, PGE2 EP2 inh, S1P4 antag, EP2 mod, NPY1 pot ag, NPY Y1 blocker
1) Nc1nc(SCc2c(Cl)cccc2Cl)n[nH]1
    11, -5, 0, 0.9, 5, 1, -6, -7, -3
2) Cc1oc2c(c1C(=O)NCCO)CCCC2
    -9, -3, 1, 2.5, 12, 10, 16, -21, 3
3) COC(=O)c1ccc(C2NC(C(=O)O)CS2)cc1 (stereo not given)
    -1, 1, -2[fluorescence artefact?], -0.1, -1, 0, 18, -4, -3
4) CCCC(=O)Nc1ccc(-c2nc3cc(C)c(C)cc3o2)cc1
    -12, -7, -21, 13*, 12, 5, -35, 12, 0
5) CCOc1ccc(C(C)C)cc1S(=O)(=O)Nc1ccc(Cl)cn1
    -18, 0, 4, -1.6, 12, 9, 19, -10, 3
6) COc1ccccc1N1CCN(C(=O)c2ccc(CN3CCc4ccccc4C3)cc2)CC1
    -20, -6, 1, -1.0, 1, 7, -39, -10, 4
7) O=C1NC(=Nc2ccc(O)cc2)S/C1=C\C=C\c1ccco1
    -9, 36*, 6, 0.2, 23, 9, -42, -17, nt
8) Cc1ccc(NC(=O)CSc2nc(NS(=O)(=O)c3ccccc3)cc(=O)[nH]2)cc1
    1, 1, -4[fluorescence artefact?], 1.2, 3, -6, -2, -2, 2
9) O=C(O)CSc1nnc(C2COc3ccccc3O2)n1-c1ccccc1 (stereo not given)
    4, -9, -8, 0.0, 6, -12, 6, -16, 7
10) CC1CSc2nnc(CCc3ccccc3)n21 (stereo not given)
    4, 7, 3, 0.6, 8, -7, 15, 14, -1
11) Cc1cccc(C)c1NC(=O)Nc1ccccc1-n1ccnc1
    -1, 4, -2, 0.9, 3, -5, 0, 13, 0
12) Cc1cc(Cl)ccc1OCC(=O)NN1C(=O)C2C3C=CC(C3)C2C1=O (stereo not given)
    -1, 1, -3, 1.3, 9, -8, 1, 4, 8
13) Cc1ccc(S(=O)(=O)c2cc3c(=O)n4ccccc4nc3n(CC3CCCO3)c2=N)cc1 (stereo not given)
    7, 0, nt, 0.2, nt, -13, nt, -16, -2
14) Cc1ccc(-c2nc3ccccc3c(=O)n2CCN2CCOCC2)cc1
    10, -5, 6, -0.2, 1, -12, 11, 9, 10
15) CSc1cccc(NC(=O)/C=C/c2cccc(Cl)c2)c1
    -13, 4, -6, 1.9, 10, 6, -61, -2, -5
16) Cc1nn(CCCC(=O)Nc2c(F)cc(F)cc2Br)c(C)c1[N+](=O)[O-]
    -1, -7, 0, -0.4, 9, -9, -3, 5, 3
17) CCCCC(=O)Nc1cc(N(C)C)nc2ccccc12
    -1, 6, 3, -2.3, 11, -4, -29, -25, 4
18) COc1ccc(NC(=O)C2=NNC(=O)CC2)cc1S(=O)(=O)N1CCCCC1
    7, 0, 1, 0.9, 12, 1, 8, 4, nt
19) COc1ccc(C(=O)NNC2CC(=O)N(Cc3ccccc3)C2=O)cc1OC (stereo not given)
    2, 6, 2, 0.8, 8, -7, 1, 4, -3
20) c1cncc(-c2nnc(SCc3nc4ccccc4[nH]3)o2)c1
    6, 4, 1[fluorescence artefact?], -4.0, 8, -75, -6, 3, 4

3 of the entries above in order of their number in NPY1 pot ag, falling:
No.	mol	NPY-Y2 PAM-ag	p97 ATPase inh	eIF4E-4G inh	S1P4 agonist	S1P4 antag	EP2 mod	NPY1 pot ag
11	Cc1cccc(C)c1NC(=O)Nc1ccccc1-n1ccnc1	-1	4	-2	0.9	-5	0	13
8	Cc1ccc(NC(=O)CSc2nc(NS(=O)(=O)c3ccccc3)cc(=O)[nH]2)cc1	1	1	-4[fluorescence artefact?]	1.2	-6	-2	-2
7	O=C1NC(=Nc2ccc(O)cc2)S/C1=C\C=C\c1ccco1	-9	36*	6	0.2	9	-42	-17

(next part)
Results follow in this order: NPY-Y2 PAM-ag, p97 ATPase inh, eIF4E-4G inh, S1P4 agonist, PGE2 EP2 inh, S1P4 antag, EP2 mod, NPY1 pot ag, NPY Y1 blocker
21) COc1ccc(N=C(C)C2=C(O)COC2=O)cc1
    10, 10, 10, 0.7, 15, -7, -6, 7, 2
22) CC(=O)Nc1ccc(OCC(O)CN2CCN(S(=O)(=O)c3ccc(NC(C)=O)cc3)CC2)cc1 (stereo not given)
    2, 3, 0[fluorescence artefact?], -4.6, 7, -7, 10, 22, -1
23) Cc1ccc(OCc2n[nH]c(=S)n2N)cc1C
    -5, 6, -2, 0.6, 11, -8, 9, 14, 2
24) O=C(CC1CCC1)NC(c1ccccc1)c1ccccc1
    12, 0, 3, 2.7, 7, -8, -3, -6, 7
25) N#CC1=C(N)Oc2nc[nH]c(=O)c2C1c1cccs1 (stereo not given)
    5, 3, 3, -4.2, 6, 3, 18, -8, 5
26) CCOC(=O)C(C)Sc1nnc(Cc2cc(=O)[nH]c(=O)[nH]2)n1-c1ccc(Cl)cc1 (stereo not given)
    1, 2, 8, 1.7, 12, -3, 26, -15, -7
27) CCOc1ccc(C=Nc2cccc3ncccc23)cc1
    0, 0, 2, 0.6, 5, -14, 20, -7, -3
28) CCC(C)c1ccc(NC(=S)Nc2ccc(OC)cc2C)cc1 (stereo not given)
    -1, 0, -3, -0.4, 10, -3, -14, -3, -5
29) CCOc1ccc(NC(=O)CSc2nnc(CCNC(=O)c3ccc(OC)cc3)n2C)cc1
    -1, -4, -6, -0.2, 8, -26, -5, 4, 10
30) COc1ccc(CCNC(=O)c2cc(-c3ccccc3OC)on2)cc1OC
    -4, 0, 1, -1.0, 1, 6, -10, -35, 8
31) COc1cc(/C=C/C(=O)OCC(=O)N2CCN(C(=O)c3ccco3)CC2)ccc1O
    3, -5, 3, 0.4, 12, -1, 20, -11, 1
32) C=CCNC(=S)Nc1cc(Cl)ccc1OC
    4, 2, 14, -0.1, 0, -23, 4, -3, 1
33) COc1cc(/C=N/NC(=O)c2cc(-c3ccco3)nc3ccccc23)cc(OC)c1O
    -17, 16*, 14, -0.8, 20, -11, -7, -18, nt
34) O=C(N/N=C/c1ccccc1)c1n[nH]c2c1CCCC2
    23, -4, 0, 1.9, -2, -12, 0, 10, 0
35) Cc1ccccc1NC(=O)c1cc(S(=O)(=O)c2ccccc2)ccc1Cl
    -17, -1, 2, -4.4, 18, 7, 10, -2, 4
36) CC1CCCCN1CCn1c(=S)[nH]c2ncccc2c1=O (stereo not given)
    -7, -1, 5, 0.9, 1, -10, 22, -4, -1
37) CS(=O)(=O)c1ccc2nc(N)sc2c1
    8, 3, 3, -2.8, 6, -1, 21, 41*, 17
38) CC(C)Cc1nnc(NC(=O)c2ccncc2)s1
    1, 4, 5, -1.6, 5, -6, 8, -8, 3
39) CC(C)(Oc1ccc(CCNC(=O)c2ccc(Cl)cc2)cc1)C(=O)O
    2, -4, -5, 0.6, 21&11, -10, 27&17, -18, 4
40) Cc1ccc(C(=O)NCC(=O)O)s1
    8, 8, 0, -1.3, 6, -10, 31, 4, -2
41) O=C(O)C1CCN1C1CCCCC1 (stereo not given)
    14, 5, 3, -0.1, 10&11, -7, 31&13, 3, -3
42) COC(=O)c1c(NC(=O)CN2CCC3(O)CCCCC3C2c2ccc(F)cc2)sc(C)c1C (stereo not given)
    5, -4, -1, 1.2, 12, -1, 38, -27, 9
43) CCOc1cc(/C=N/NC(=O)OC)ccc1OCCSc1ccc(Cl)cc1
    4, 3, -6[fluorescence artefact?], 0.6, 13, -5, -71, -31, 0
44) CCCCN1C(=O)c2ccc(C(=O)Nc3c(N)n(CCCC)c(=O)n(C)c3=O)cc2C1=O
    5, 2, -4[fluorescence artefact?], -1.2, 0, -2, 19, -12, -3
45) CCn1c2ccccc2c2cc(/C=N/n3cnnc3)ccc21
    -10, -2, 16[fluorescence artefact?], 0.3, 14, -2, -14, -5, -1
46) O=C(NCCO)Nc1ccc2nc(-c3ccco3)c(-c3ccco3)nc2c1
    -11, 44*, 62*, 1.0, 8, -6, -25, -1, 0
47) O=C(NCCCn1ccnc1)C(=O)NCC1OCCCN1S(=O)(=O)c1ccccc1 (stereo not given)
    -1, 1, 2[fluorescence artefact?], 0.9, 8, -12, 46, 2, 0
48) C/C(=N\NC(=S)Nc1cc(S(=O)(=O)N2CCOCC2)ccc1Cl)c1ccc(N2CCOCC2)cc1
    -13, 0, -5, 0.8, 9, 18, -19, -9, nt
49) O=C1Nc2ccc(Cl)cc2C(=O)C1(F)c1ccccc1 (stereo not given)
    11, 5, 6, 1.6, 16, 5, -38, -17, nt
50) O=C1C2=C(C(c3ccccc3)=NCCN2)C(c2cccc([N+](=O)[O-])c2)N1c1ccccc1 (stereo not given)
    18, 4, -1, -0.8, 7, -9, -35, 20, 2
51) COC(=O)COc1cccc(NS(=O)(=O)c2cccc([N+](=O)[O-])c2)c1
    0, 1, -1, -0.1, 7, 5, 11, 0, 3
52) Cc1ccc(OCC(=O)Nc2ccccc2Sc2ccc(Cl)cc2)c([N+](=O)[O-])n1
    -1, 0, 4, -2.0, 7, -7, 19, 14, -3
53) CC(CN1CCN(c2ccccc2)CC1)c1ccccc1 (stereo not given)
    2, -9, 0, 0.8, 1, -2, 29, -15, 5
54) COCCN1CCn2c(nc3cc(NC(=O)Cn4nc(C)c5ccccc5c4=O)ccc32)C1
    -5, 1, -7, -2.2, 6, 14, -18, -7, nt
55) C/C(CC(=O)Nc1ccccc1C)=N\NC(=O)Cc1csc(N)n1
    4, 4, -2, 2.0, 0, -3, 10, -7, 11
56) COc1ccc(-n2c(C)cc(C(=O)CN3C(=O)NC4(CCc5ccccc54)C3=O)c2C)cc1 (stereo not given)
    2, 6, -11, 16*, 9, -14, -8, -17, 1
57) COc1cnn(-c2ccccc2)c(=O)c1N(C)C
    -9, -4, 1, 0.7, 3, -3, 11, 19, 9
58) CN(C)c1nc(NS(=O)(=O)c2ccc(Cl)cc2)nc(N(C)C)n1
    13, 0, -2, 1.5, 3, -6, 14, -5, 1
59) CCS(=O)(=O)c1ccc(NC(=O)c2ccccc2Cl)c(O)c1
    -7, 0, 0, 0.7, 8, -9, 7, -6, -1
60) Cc1ccc(C(=O)Nc2ccc(O)c(C(=O)O)c2)o1
    -3, -4, 2, -1.8, 12, -1, 0, -17, 4
61) CC1CCCCC12NC(=O)N(CC(=O)NCc1ccc3c(c1)OCO3)C2=O (stereo not given)
    -9, -1, -2, 0.0, 7, -11, -9, 3, -1

The list is partial, so the mix of outcomes need not match the whole.
